High-throughput results: PubChem, Sanford-Burnham Center for Chemical Genomics
Artemis endo inh = Artemis endonuclease inhibitors, primary screen, biochemical, fluorescence intensity, FAM/BHQ-1 hairpin substrate | recombinant Artemis, quenched FAM hairpin cleavage fluorescence | hit rate 0.78% among 30,000 | inhibition, % at 10 µM | AID 686954, 2013 | Protein artemis (Homo sapiens), Q96SD1;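 active = at 10 µM dose, at least 30% inhibition, measured as corrected fluorescence normalized to stimulator and neutral control wells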
Target sequence (Q96SD1 whole entry, looked up): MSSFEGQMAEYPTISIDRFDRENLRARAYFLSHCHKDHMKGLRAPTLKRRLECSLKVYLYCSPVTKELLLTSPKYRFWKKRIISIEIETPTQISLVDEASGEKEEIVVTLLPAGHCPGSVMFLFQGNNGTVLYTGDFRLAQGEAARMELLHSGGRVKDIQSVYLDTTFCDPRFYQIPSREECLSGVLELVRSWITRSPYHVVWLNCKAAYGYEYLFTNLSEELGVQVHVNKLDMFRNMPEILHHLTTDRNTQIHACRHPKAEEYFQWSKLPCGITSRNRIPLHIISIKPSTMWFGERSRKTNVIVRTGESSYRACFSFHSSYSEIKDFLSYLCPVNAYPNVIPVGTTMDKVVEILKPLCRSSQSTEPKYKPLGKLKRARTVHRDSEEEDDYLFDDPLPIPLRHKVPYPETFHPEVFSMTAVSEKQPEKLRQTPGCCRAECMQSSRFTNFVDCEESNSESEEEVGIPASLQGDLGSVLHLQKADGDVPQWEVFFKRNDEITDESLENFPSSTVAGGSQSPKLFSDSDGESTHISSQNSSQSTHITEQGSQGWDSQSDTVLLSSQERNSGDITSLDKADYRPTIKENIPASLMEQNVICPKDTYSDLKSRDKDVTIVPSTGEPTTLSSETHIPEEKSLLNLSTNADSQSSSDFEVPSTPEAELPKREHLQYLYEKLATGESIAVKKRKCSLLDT
Numbers without * were called inactive. The list is partial; count on the stated rates, not on these rows.

SMILES	Artemis endo inh
O=C(CCN1C(=O)/C(=C\c2ccccc2Cl)SC1=S)N1CCN(c2ccccc2)CC1	24.9
COc1ccccc1N(C)S(=O)(=O)c1ccc(C(=O)N(CC(N)=O)C(C)C)cc1	-1.1
CC1(C)Cc2c(ccc3ccccc23)/C(=C/C(=O)N2CCCCC2)N1	7.2
O=S(=O)(c1ccccc1)N1N=C(c2cccs2)CC1c1ccc(Br)cc1 (stereo unspecified)	9.2
CCC(=O)n1nc(NCc2ccc(OC)c(OC)c2)nc1NCc1ccc(OC)c(OC)c1	-15.5
Nc1n[nH]c(S(=O)(=O)CCCc2ccccc2)n1	-2.2
Cc1noc(NS(=O)(=O)c2ccc(NC(=O)CSc3n[nH]c(-c4ccccc4)n3)cc2)c1C	4.1
O=C(CSCCNS(=O)(=O)c1ccccc1)Nc1ccccc1	-1.7
O=C(CSc1ccccc1)NCc1ccco1	-0.6
COc1ccc(C(=O)OCC(=O)NCC2CCCCC2)cc1S(=O)(=O)N1CCCc2ccccc21	17.9
Cc1nn(-c2ccc(C(=O)Nc3nnc(C4CC4)s3)cc2)c(C)c1Cl	-1.4
CCCn1c(SCC(=O)NC23CC4CC(CC(C4)C2)C3)n[nH]c1=O	-4.0
Cc1ccc2c(c1)nc(NCCCO)n2C	-8.6
Cc1ccc(N(CC(=O)O)S(=O)(=O)c2cccc3nonc23)cc1	-0.9
Cc1cc2c(c(=O)o1)C1(C(=O)N(CC(=O)O)c3ccccc31)C(C#N)=C(N)O2 (stereo unspecified)	-2.6
CSc1nc(C)c2c(n1)N(c1ccc(C(C)C)cc1)CC2	-1.4
COc1ccc(-c2cccc(C(=O)Nc3ccc(OC)c(OC)c3)c2)cc1	-4.2
CCOC(=O)C1CCN(C(C)=C2C(=O)c3ccccc3C2=O)CC1	-5.5
CCOC(=O)c1ccc(S(=O)(=O)N2CCN(S(=O)(=O)CC)CC2)cc1	13.1
CCOC(=O)C1=C(CSc2nccn2C)NC(=O)NC1c1ccc2c(c1)OCO2 (stereo unspecified)	-7.1

Sorted by SMILES length (smallest number first): 14 of the compounds above
SMILES	Artemis endo inh
O=C(CSc1ccccc1)NCc1ccco1	-0.6
Nc1n[nH]c(S(=O)(=O)CCCc2ccccc2)n1	-2.2
O=C(CSCCNS(=O)(=O)c1ccccc1)Nc1ccccc1	-1.7
CSc1nc(C)c2c(n1)N(c1ccc(C(C)C)cc1)CC2	-1.4
CCOC(=O)C1CCN(C(C)=C2C(=O)c3ccccc3C2=O)CC1	-5.5
Cc1ccc(N(CC(=O)O)S(=O)(=O)c2cccc3nonc23)cc1	-0.9
CC1(C)Cc2c(ccc3ccccc23)/C(=C/C(=O)N2CCCCC2)N1	7.2
Cc1nn(-c2ccc(C(=O)Nc3nnc(C4CC4)s3)cc2)c(C)c1Cl	-1.4
CCOC(=O)C1=C(CSc2nccn2C)NC(=O)NC1c1ccc2c(c1)OCO2 (stereo unspecified)	-7.1
CCC(=O)n1nc(NCc2ccc(OC)c(OC)c2)nc1NCc1ccc(OC)c(OC)c1	-15.5
COc1ccccc1N(C)S(=O)(=O)c1ccc(C(=O)N(CC(N)=O)C(C)C)cc1	-1.1
O=C(CCN1C(=O)/C(=C\c2ccccc2Cl)SC1=S)N1CCN(c2ccccc2)CC1	24.9
Cc1cc2c(c(=O)o1)C1(C(=O)N(CC(=O)O)c3ccccc31)C(C#N)=C(N)O2 (stereo unspecified)	-2.6
Cc1noc(NS(=O)(=O)c2ccc(NC(=O)CSc3n[nH]c(-c4ccccc4)n3)cc2)c1C	4.1

Following part
SMILES	Artemis endo inh
CCCc1nc2ccccc2c(=O)n1/N=C/c1ccc(O)cc1O	4.6
Cc1ccccc1N1CCN(S(=O)(=O)c2ccc3oc(=O)ccc3c2)CC1	8.6
CCOC(=O)c1c(C)n(C)c2ccc(OC(C)=O)cc12	-10.6
CCCCNC(=O)CCn1c(=O)c2ccccc2n(CC(=O)Nc2ccccc2OCC)c1=O	0.3
COC(=O)CSc1nnc(-c2sc3cc(OC)ccc3c2Cl)n1C	4.1
COC(=O)c1[nH]c2cc(OC)ccc2c1NC(=O)CN1CCC(C(N)=O)(N2CCCCC2)CC1	-2.1
CCN1CCN(CC(O)COc2cccc(OC)c2)CC1 (stereo unspecified)	-8.8
Fc1ccc(-c2csc(N3CCC(c4ccccc4)C3)n2)cc1 (stereo unspecified)	-2.0
CCOc1ccc(S(=O)(=O)Nc2ccc(O)c(Sc3ncn[nH]3)c2)cc1	0.0
COC(=O)c1c(C)[nH]c(C(=O)CSc2ccc(Cl)cc2)c1C	1.3
Cc1csc(NC(=O)c2c(O)c3c(n(CC(C)C)c2=O)CCCC3)n1	12.9
O=C(CCCN1C(=O)c2ccccc2C1=O)NCc1ccco1	-17.8
O=C(/C=C/c1cccs1)c1cc(F)ccc1OC(=O)N1CCOCC1	-1.5
Cc1nn(-c2ccccc2)c(Cl)c1/C=C(\CC(=O)O)c1nc2ccccc2s1	9.7
COc1ccc(CN(C(C)=O)c2cccc(C)c2C)cc1	-0.6
O=C(Cn1c(=O)n(Cc2ccco2)c(=O)c2c3c(sc21)CCCC3)Nc1ccccc1	18.9
COC(=O)CSc1nc(N2CCOCC2)c2c(c1C#N)CC(C)(C)N(C)C2	-4.7
Cc1nc2[nH]c(=S)[nH]c2cc1Br	-0.7
CCOC(=O)Nc1nc(-c2ccccc2)c(C(=O)c2ccccc2)s1	3.0
COc1ccccc1NS(=O)(=O)c1ccc(NC(=O)c2nc3ncccn3n2)cc1	1.3
CSc1nc(-c2ccccc2)nn1S(=O)(=O)c1ccccc1	-0.9
CCOC(=O)N1CCN(C(=O)CSCc2ccc(C)cc2)CC1	-3.2
NC(=O)C1CCCN(C(=O)Nc2cccc3ccccc23)C1 (stereo unspecified)	3.7
Cc1c(Cl)c(-c2n[nH]c(=S)n2Cc2ccco2)nn1C	-0.2
CCOC(=O)c1sc2nccc(N(C)C)c2c1N=CNOC	-2.9
Cn1c(N/N=C/c2c[nH]c3ccccc23)nc2ccccc21	13.5
Cn1c(=O)[nH]c(=O)c2c1nc(N1CCOCC1)n2CC(O)COc1ccccc1 (stereo unspecified)	-5.4
Cc1cccc(OCCCn2c(CCNC(=O)C(C)C)nc3ccccc32)c1	0.7
Cc1ccsc1/C=N/NC(=O)c1sccc1C	-12.2
O=S(=O)(NCC1CCCO1)c1cc(Br)c(Br)s1 (stereo unspecified)	-2.3
Cc1cc(N2CCOCC2)nc(SCc2ccc(Cl)cc2Cl)n1	1.0
CCN(CC)S(=O)(=O)c1cccc(C(=O)NC(C(=O)Nc2nnc(C)s2)C(C)C)c1 (stereo unspecified)	7.6
COc1cc2c(cc1OC)C(C(C)C)=NC(C)(C)C2	-9.4
COCCCNc1oc(COc2ccc(Cl)cc2Cl)nc1C#N	-4.8
COc1cccc2cc(-c3csc(CCn4nc(C)cc4C)n3)c(=O)oc12	3.3
CCN(CCNC(=O)C1CCCN(S(=O)(=O)CC)C1)c1ccccc1 (stereo unspecified)	-3.7
O=C(CN(Cc1ccccc1)C(=O)CSc1nnc(COc2ccccc2)o1)NC1CCCC1	0.0
CC(C)CCNC(=S)Nc1ccc(F)cc1	2.5
O=C1NC(c2cccs2)Nc2sc3c(c21)CCCC3 (stereo unspecified)	0.5
Cc1cccc(N(CC(=O)NC2CCCCC2)C(=O)CCCC(=O)Nc2ccccn2)c1	1.6
Cn1c(Cc2ccccc2)nnc1SCC(=O)c1cccs1	-7.4
COC(=O)c1ccc(CSc2ncnc3c2nnn3-c2ccc(OC)cc2)o1	3.6
CN(CCc1ccccn1)C(=O)Nc1ccc(F)cc1	-2.6
COC(=O)c1sccc1-n1cccc1C(=O)C(=O)N1CCCCC1	-4.4
COc1cc(/C=C2/SC(=O)N(Cc3ccccc3)C2=O)ccc1OCc1ccncc1	6.3
O=C(COc1ccccc1Cl)c1ccc2c(c1)CCCC2	1.1
O=C(C(Cc1ccc(Cl)cc1)NS(=O)(=O)c1ccccc1)N1CC[C@@]2(O)CCCC[C@H]2C1 (stereo partly specified)	0.0
COc1ccc(S(=O)(=O)Nc2ccc(F)c(Cl)c2)cc1OC	-1.5
Cc1cc(NC(=O)CSc2nnc(C3COc4ccccc4O3)o2)no1 (stereo unspecified)	8.9
O=c1c2c(nc3nc[nH]n13)CCC2	-2.1
c1ccc2[nH]c(CSc3nc4ccccc4s3)nc2c1	1.0
O=C(C1=C(O)C(=O)N(Cc2ccccc2)C1c1cccnc1)c1ccco1 (stereo unspecified)	8.1
COc1c(F)c(F)c(C(=O)Nc2ccccc2N2CCN(C(=O)C(C)C)CC2)c(F)c1F	1.6
CCCCNC(=O)C(=O)c1ccccc1NC(C)=O	-1.7
COc1cc(-c2cc(-c3ccccc3)nc(SCC(=O)Nc3nccs3)c2C#N)cc(OC)c1OC	3.4
CCCCCCCC1CC(CSC(=N)N)OC1=O (stereo unspecified)	-8.6
Cc1cc(C)nc(Sc2c(F)c(F)c(C(F)(F)F)c(F)c2F)n1	-5.3
COCCn1nnnc1C(c1cccs1)N1CCN(c2cccc(C(F)(F)F)c2)CC1 (stereo unspecified)	9.4
COc1ccc(NC(=O)CSc2ccccn2)cc1OC	-1.9
C/C(=C\C(=O)C(F)(F)F)Nc1cc(C)cc(C)c1	-2.9
The list continues.
SMILES	Artemis endo inh
COC(=O)CC(NC(=O)c1ccco1)c1ccc(C(C)C)cc1 (stereo unspecified)	0.6
O=C(c1ccc(-c2nnc(Nc3cccc(Cl)c3)c3ccccc23)cc1)N1C[C@H]2C[C@H](C1)c1cccc(=O)n1C2	25.0
CCCC1=NCCn2cccc21	-2.8
O=[N+]([O-])c1ccccc1/C=N/N1CCN(c2ccc(Cl)cc2)CC1	-0.8
O=C(O)CCn1[nH]c(=O)ccc1=O	6.5
Nc1nc(SCc2ccc3c(c2)OCO3)n[nH]1	5.3
COCCn1c(Cc2ccccc2)nnc1SCc1nc2ccccc2c(=O)[nH]1	-5.8
COc1ccc(C(=O)NN2C(=O)C3C4C=CC(O4)C3C2=O)cc1 (stereo unspecified)	-6.7
Cc1ccc2nc(/C(C#N)=C/c3cn[nH]c3-c3ccc(F)cc3)[nH]c2c1	6.5
Cc1c(NC(=O)CSc2nc3ccccc3s2)c(=O)n(-c2ccccc2)n1C	-6.5
CCOC(=O)CSc1nnc(C)n1N	-2.8
CCCCn1c(SCC(=O)c2ccc3c(c2)OCCO3)nnc1-c1ccoc1C	12.0
Cc1ccc(-n2c(SCC(=O)N3CCOCC3)nnc2-c2cccnc2)cc1C	-7.7
O=C1C2ON(c3ccccc3)C(c3ccccn3)C2C(=O)N1c1ccc(Br)cc1 (stereo unspecified)	9.1
CCC(=O)N(Cc1cccs1)C1CCOC(C)(C)C1 (stereo unspecified)	0.8
O=C(/C=C/c1cc2c(cc1Br)OCO2)NCc1ccc(F)cc1	-1.6
CNC(=O)c1cc2ccccc2o1	-24.1
N#Cc1cc2c(nc1SCc1cccnc1)CCC2	-8.5
CCn1cc(C(=O)NCc2ccccc2)c(=O)c2cc(F)c(N3CCN(C(=O)c4ccco4)CC3)cc21	2.1
CC1(C)CC(=O)C2=C(C1)N(c1ccc(F)cc1)C(N)=C(C#N)C2c1cccs1 (stereo unspecified)	6.1

Part of the list above, as comma-separated lines.
mol,Artemis endo inh
CCCCn1c(SCC(=O)c2ccc3c(c2)OCCO3)nnc1-c1ccoc1C,12.0
Cc1ccc(-n2c(SCC(=O)N3CCOCC3)nnc2-c2cccnc2)cc1C,-7.7
O=C1C2ON(c3ccccc3)C(c3ccccn3)C2C(=O)N1c1ccc(Br)cc1 (stereo unspecified),9.1

(further entries)
SMILES	Artemis endo inh
Cc1ccc(NS(=O)(=O)c2cccc(C(=O)OCC(=O)NCc3ccco3)c2)cc1	9.5
COc1ccccc1OCc1nc2ccccc2s1	-3.7
Cc1cnc(NC(=O)CSc2nnc(-c3ccc(Cl)cc3Cl)n2N)s1	1.0
c1ccc(-c2nnc(CN3CCCc4ccccc43)o2)cc1	21.4
CCOC(=O)c1ccc(N2C(=O)CC(Sc3nc(O)c(CC)c(=O)[nH]3)C2=O)cc1 (stereo unspecified)	-13.1
CC1CCCCC1NC(=O)COC(=O)c1ccc(N(C)C)cc1 (stereo unspecified)	3.9
CCOC(=O)c1nnc(-c2ccccc2)nc1Sc1c(Cl)cccc1Cl	14.4
CCCOc1ccc(N2CC(C(=O)Nc3ccccn3)CC2=O)cc1 (stereo unspecified)	-0.4
CCN(CC(=O)NCc1cccs1)C(=O)c1cc(S(=O)(=O)N2CCOCC2)ccc1C	-3.1
COC(=O)COc1ccc(=O)n(-c2ccccc2)n1	-3.9
O=CN1CCN(C(=O)c2ccccc2Cl)CC1	-1.4
Nc1nc(SCc2nc3scc(-c4cccs4)c3c(=O)[nH]2)n[nH]1	-4.5
COc1ccc2c(c1)N(C)C(=O)CC(c1ccccc1)=N2	3.2
CC(C(=O)N1CCCc2ccccc21)N1CCN(S(=O)(=O)c2ccccc2F)CC1 (stereo unspecified)	-7.1
c1coc(CN(Cc2cccs2)Cc2nnnn2C2CCCCC2)c1	8.9
O=C(CCSc1nnc(-c2ccncc2)o1)Nc1cccc2ccccc12	-1.2
Cc1c(C(=O)OCC2CCCO2)[nH]c2c1C(=O)CC(c1ccco1)C2 (stereo unspecified)	-12.9
NC1=NC(=O)CC(C(=O)NCc2ccccc2)S1 (stereo unspecified)	7.0
Cc1nc(N2CCN(S(=O)(=O)c3ccccc3)CC2)c2cc(-c3ccccc3)sc2n1	6.4
CCOc1cc(C2C(C#N)=C(N)OC3CCCC(=O)C32)ccc1OCCN1CCOCC1 (stereo unspecified)	-0.3
Cc1ccc(C(=O)O/N=C(/c2nonc2N)N(C)C)cc1	-1.9
O=S(=O)(NCCSc1nnc(-c2ccco2)n1-c1ccccc1)c1ccccc1	0.1
Cc1cccc(NC(=O)Cn2c(=O)n(C)c3ccccc32)c1	1.4
CC1=CC(C)(C)Nc2ccccc21	1.0
COc1ccc(/C=N/n2c(SC)nnc(C(C)(C)C)c2=O)cc1OC	3.0
Cc1cc(C)cc(Oc2ccccc2C=O)c1	1.0
COc1ccc(Br)cc1/C=N/n1c(C)nnc1C	2.2
COc1ccc(NC(=O)/C(=C\c2ccc(OS(=O)(=O)c3ccc(C)cc3)cc2)NC(=O)c2ccccc2)cc1	9.7
COc1cccc(-c2ncc3ccccn23)c1	-2.0
NC(=O)C1CCN(C(=O)CSc2nc3ccccc3[nH]2)CC1	-0.3
Cc1ccc(C(=O)c2ccccc2C(=O)O)s1	8.6
